Fam108B counter: counter-screen for RBBP9 inhibitors: inhibitors of mouse Fam108B; 300,000 compounds, 0.33% hits; recombinant Fam108B, FP-Rh probe fluorescence polarization; inhibition, % at 9.51 µM;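 active = inhibition above the screen mean inhibition plus 3 SD, computed separately per campaign, cut at about 18% in these data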;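 also: inhibitors lower polarization as less probe binds the enzyme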
GLD-1 TGE inh: GLD-1-TGE RNA interaction inhibition (C. elegans). Q17339. purified GLD-1 + fluorescein TGE RNA, fluorescence polarization. inhibition, % at 5.96 µM. 320,000 compounds, 0.44% hits;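 active = percent inhibition above a per-plate cutoff, the plate mean of test compounds plus 3 SD, cut at about 30% in these data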;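 also: 0% = DMSO wells with GLD-1 and probe and 100% = wells lacking GLD-1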
PME-1 primary: PME-1 (human) inhibition; AID 2130; inhibition, % at 5.9 µM; recombinant PME-1, FP-Rh probe fluorescence polarization; 320,000 compounds, 0.53% hits; Q9Y570;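 active = inhibition above the campaign mean of all compounds plus 3 SD, cut at about 26% in these data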;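 also: competitive labeling of PME-1 active site by serine hydrolase directed probe; 0% = PME-1 with DMSO and 100% = wells lacking PME-1 enzyme; inhibitors block probe labeling so polarization falls and inhibition rises; many of its hits are not listed in these tables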
MEX-5 binding: C. elegans MEX-5 TCR-2 RNA binding activity | Q9XUB2 | 300,000 compounds, 0.38% hits | activity score (negative = inhibition of binding), % at 10 µM | AID 1832 | MEX-5/FITC-TCR2 RNA binding, fluorescence polarization; stronger effect = lower value;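 active = inhibition past about -25% in most replicates, and total fluorescence under double the plate's negative control median, limit read from the data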;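 also: 0% = DMSO and -100% = 5 µM competing unlabeled TCR2 RNA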
pPAFAH inh: pPAFAH (human) enzyme inhibition; Q13093; recombinant pPAFAH, FP-rhodamine probe fluorescence polarization; inhibition, % at 3.39 µM; 330,000 compounds, 1.5% hits; AID 463082;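 active = inhibition above the mean inhibition across the screen plus 3 SD, cut at about 25% in these data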;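 also: inhibitors block binding of the rhodamine activity-based probe so polarization drops; 0% = enzyme with DMSO and 100% = wells lacking pPAFAH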
MCL1 BIM primary: disrupts human MCL1 binding to BIM-BH3 peptide; AID 2057; Q07820; inhibition, % at 10.9 µM; GST-MCL1 / FITC-Bim-BH3 fluorescence polarization; 320,000 compounds, 0.68% hits;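 active = inhibition above the mean inhibition of all tested compounds plus 3 SD, set per campaign, cut at about 40% in these data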;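 also: 0% = DMSO wells and 100% = unlabeled Bim-BH3 peptide control; higher means more loss of mP so more displacement of Bim peptide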
Target sequence (Q07820 whole entry, looked up): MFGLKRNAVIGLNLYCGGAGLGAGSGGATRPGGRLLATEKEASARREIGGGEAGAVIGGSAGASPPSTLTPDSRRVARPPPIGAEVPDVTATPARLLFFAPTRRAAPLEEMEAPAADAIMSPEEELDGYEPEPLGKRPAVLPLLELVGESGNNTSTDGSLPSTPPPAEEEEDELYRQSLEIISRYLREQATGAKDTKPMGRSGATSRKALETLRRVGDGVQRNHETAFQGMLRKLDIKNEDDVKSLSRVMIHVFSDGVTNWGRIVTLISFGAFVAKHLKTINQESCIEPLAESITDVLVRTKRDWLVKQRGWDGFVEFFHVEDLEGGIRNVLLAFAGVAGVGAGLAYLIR
BCLXL inh: Bcl-xL (human) inhibition | Q07817 | GST-Bcl-xL / FITC-Bim BH3 peptide fluorescence polarization | inhibition, % at 10.9 µM | 320,000 compounds, 0.7% hits;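 active = inhibition above the mean of all tested compounds plus 3 SD, cutoff set per campaign, cut at about 30% in these data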;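 also: 0% = DMSO wells and 100% = unlabeled Bim-BH3 peptide competitor; inhibitors lower millipolarization by displacing the labeled peptide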
Target sequence (Q07817 whole entry, looked up): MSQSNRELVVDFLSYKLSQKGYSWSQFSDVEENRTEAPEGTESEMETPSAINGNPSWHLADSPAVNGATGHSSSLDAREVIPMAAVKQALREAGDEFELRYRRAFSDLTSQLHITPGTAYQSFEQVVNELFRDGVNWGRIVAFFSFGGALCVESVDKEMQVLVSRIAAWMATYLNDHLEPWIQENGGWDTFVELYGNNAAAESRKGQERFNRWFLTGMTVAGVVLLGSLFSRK
AHR act: activators of human aryl hydrocarbon receptor; AHR-responsive luciferase reporter cells, luminescence; AID 2796; activation, % at 5 µM; 320,000 compounds, 2.5% hits; P35869; in the data active = activation above about 47%;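 also: 0% = vehicle wells and 100% = reference agonist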
PAFAH1B2 inh: PAFAH1B2 (human) inhibition; P68402; recombinant PAFAH1B2, FP-rhodamine activity probe, fluorescence polarization; inhibition, % at 3.39 µM; 340,000 compounds, 1.2% hits; AID 492953;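 active = inhibition above the mean of all tested compounds plus 3 SD, cut at about 24% in these data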;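 also: 0% = enzyme with DMSO and 100% = wells lacking PAFAH1B2; many of its hits are not listed in these tables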
Target sequence (P68402 whole entry, looked up): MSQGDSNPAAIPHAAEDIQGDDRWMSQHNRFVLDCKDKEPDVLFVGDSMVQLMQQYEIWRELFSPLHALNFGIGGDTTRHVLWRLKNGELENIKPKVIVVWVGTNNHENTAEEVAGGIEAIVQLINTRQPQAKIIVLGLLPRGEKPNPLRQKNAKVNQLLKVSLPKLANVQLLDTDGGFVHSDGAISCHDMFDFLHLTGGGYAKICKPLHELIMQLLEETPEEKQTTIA
* = called active by the depositor; nt = not tested or not shown. Only part of the results is shown; the hit share may differ from the screen's.

SMILES	Fam108B counter	GLD-1 TGE inh	PME-1 primary	MEX-5 binding	pPAFAH inh	MCL1 BIM primary	BCLXL inh	AHR act	PAFAH1B2 inh
O=C(CCc1ccccc1)NC1(Cc2ccccc2)CCN(CCCc2ccccc2)C1=O (configuration not stated)	nt	1	0	nt	8	4	9	-1	5
COc1ccccc1NC(=O)CCC(=O)OCc1ccc(Cl)cc1	-1	0	8	-1.1	3	-3	-2	0	15
COc1ccc(C(=O)N2CCC3(CC2)NCCc2[nH]cnc23)cc1	-1	-10	5	3.0	-2	1	0	3	0
O=C(O)C(NC(=O)c1ccccc1)=C(Cl)Cl	-2	-7	-2	-1.6	-9	-2	-1	8	3
Cc1cc(/C=C2\SC(N)=NC2=O)c(C)n1-c1ccc(F)cc1	-1	-3	-4	-8.7	10	-7	-3	3	9
CCc1nc(N2CCN(C(=O)c3ccco3)CC2)c2oc3ccccc3c2n1	-1	-2	2	1.7	4	-3	8	11	2
COc1ccc(S(=O)(=O)N2CCCCC2C(=O)O)cc1OC (configuration not stated)	0	4	-2	-2.1	4	11	6	-1	0
CC1CC(C)CN(S(=O)(=O)c2ccc(C(=O)N3CCN(c4ccccc4)CC3)cc2)C1 (configuration not stated)	4	6	-3	-0.2	-1	-2	0	0	2
O=C(CSc1nccc(=O)[nH]1)Nc1ccc2c(c1)OCCO2	-2	1	0	-0.5	1	9	5	4	-2
O=C(NO)c1cc(OCC(F)(F)F)ccc1OCC(F)(F)F	6	8	8	4.1	2	11	-1	2	5
Cn1c(SCC(=O)NC(=O)c2cccc([N+](=O)[O-])c2)nnc1-c1ccc(F)cc1	-2	-4	1	0.2	5	-12	-7	2	-4
COc1ccc(Cl)cc1C(=O)NNC(=O)c1ccncc1	2	7	1	0.4	8	12	1	2	4
CCn1nc(C)c(CNC(=O)C2CCC(=O)N(CCc3ccc(Cl)cc3)C2)c1C (configuration not stated)	-1	6	2	nt	2	0	1	-1	6
CCOC(=O)c1ccc(NC(=O)Cn2ccc([N+](=O)[O-])n2)cc1	4	9	3	-0.4	5	5	4	1	7
Cc1ccc(N2CCN(C(=O)c3cc(C(=O)c4ccccc4C)c[nH]3)CC2)c(C)c1	5	-3	0	0.2	13	-9	-2	2	5
CCOc1ccc(N(C)C(=O)CCc2nnc3ccc(N4CCC5(CC4)OCCO5)nn23)cc1	3	-4	0	-3.0	0	0	-1	1	-1
N#C/C(=C\c1cccs1)Sc1nc2ccccc2s1	-5	2	-9	-7.7	5	8	6	13	3
COc1ccc(C(=O)NC(=S)NNC(=O)c2cccc(C)c2)cc1	-2	1	-5	1.8	5	15	7	42	nt
CCN1CCN(c2c(Cl)cccc2NC(=O)c2cc3ccccc3o2)CC1	-4	10	-1	1.5	2	18	6	19	-1
Cc1ccc(S(=O)(=O)NCCC(=O)Oc2ccc3ccc(=O)oc3c2)cc1	-2	-3	-9	1.4	0	-3	2	1	11
Cc1cccc(NC(=O)CN(C)S(=O)(=O)c2ccccc2)n1	1	-1	-2	0.3	6	4	1	13	1
CCn1c(=N)n(CC(=O)c2cccc([N+](=O)[O-])c2)c2ccccc21	2	2	-5	2.7	3	-3	-1	40	-2
CN(C)c1cccc(C(=O)OC(C(=O)Nc2ccc([N+](=O)[O-])cc2Br)c2ccccc2)c1 (configuration not stated)	6	0	-4	nt	2	-1	2	-3	1
c1ccc(-c2noc(CSc3nnnn3C3CCCCC3)n2)cc1	3	3	0	-2.0	2	8	2	2	2
Cc1cc(Cl)ccc1N=c1ssnc1Cl	-6	3	5	4.7	3	3	-10	3	2
CCCCN(C(=O)Cn1nnc2ccccc21)C(C(=O)NCCOC)c1ccccc1 (configuration not stated)	-1	-1	-1	0.9	-1	7	7	2	3
Cc1ccc(C(=O)N/C(=C\c2ccc(C(C)C)cc2)C(=O)NCCCN2CCOCC2)cc1	-1	10	5	nt	6	6	0	1	4
O=C(C1CCC1)N1CCN(S(=O)(=O)c2cccc(F)c2)CC1	-2	2	5	0.7	4	-2	1	0	5
CCCCCCCNC(=O)C1(CC2CC(c3ccc(Cl)cc3)=NO2)CCN(C(=O)Cc2ccc(F)cc2)CC1 (configuration not stated)	-8	10	0	-0.1	0	-2	1	1	-2
CCOCCn1c(=NC(=O)c2ccc(S(=O)(=O)N3CCOCC3)cc2)sc2cc(S(N)(=O)=O)ccc21	-1	-7	9	0.7	-1	-4	1	-1	2
CN(Cc1nc(Cc2ccccc2F)no1)Cc1cccc2ncccc12	-1	2	-1	0.6	1	-8	1	2	2
CC(=O)N1CCc2cc(S(=O)(=O)NC(C(=O)Nc3nc(C)cs3)C(C)C)ccc21 (configuration not stated)	2	2	1	-0.5	0	-1	0	3	-4
CC1CCc2c(sc(NC(=O)/C=C/c3cccs3)c2C(=O)O)C1 (configuration not stated)	2	0	0	1.2	20	10	7	8	14
O=C(CN1C(=O)c2ccc([N+](=O)[O-])cc2C1=O)NC1CCS(=O)(=O)C1 (configuration not stated)	-2	11	-3	2.7	0	-2	-2	-1	6
O=[N+]([O-])c1cc(CN(CCO)CCO)ccc1O	4	6	4	-0.8	5	2	5	1	1
O=C(O)c1cc(S(=O)(=O)Nc2ccc3cn[nH]c3c2)ccc1Br	nt	1	0	nt	11	10	11	26	6
CCN(CC)c1ccc2cc(-c3nc4ccccc4n3C)c(=O)oc2c1	-1	-59	3	-10	5	-6	27	24	4
COc1ccc(NC(=O)CCN2C(=O)/C(=C/c3ccc4c(c3)OCO4)SC2=S)cc1	0	-3	-3	-17	4	-6	-6	1	0
CCc1cc(C(=O)N(CCCOC)c2c(N)n(Cc3ccccc3)c(=O)[nH]c2=O)sc1C	-6	-1	4	0.3	3	-2	-2	2	-1
Cc1ccc(Cn2c(=O)c3ccccc3n3c(CCC(=O)O)nnc23)cc1	1	0	2	-1.1	1	0	3	1	2
O=C(O)CCCc1nc2ccccc2s1	0	7	0	0.5	3	3	2	-1	2
COc1ccc(CNC(=O)CN(C(=O)c2ccc(CN3CCOCC3)o2)C2CCCC2)cc1	0	-2	-8	-0.3	4	1	-6	-2	3
CCOc1ccc(-c2ncncc2-c2ccc(OC)c(OC)c2)c(O)c1	2	3	-5	-2.8	2	18	8	33	0
CC(C)(C)c1ccc(S(=O)(=O)N2CCN(c3ccccn3)CC2)cc1	2	-2	3	-1.4	2	4	1	2	4
CCCNC(=O)C(Cc1cccc(C#N)c1)NC(=O)c1ccc(C#N)cc1 (configuration not stated)	nt	6	3	nt	3	2	2	-2	-3
CC1=C(C(=O)OCC2CCCO2)C(c2coc3ccc(C)cc3c2=O)C2=C(CCCC2=O)N1 (configuration not stated)	-4	-2	-2	-4.1	-1	-6	-6	11	12
COC(=O)NNC(=O)C1CCC(C(=O)NNC(=O)OC)CC1 (configuration not stated)	12	7	-4	0.2	-4	-1	7	4	0
COc1ccc(CC(=O)OCC(=O)c2c[nH]c3ccccc23)cc1	nt	-8	0	nt	3	2	6	30	4
Cc1cc(NC(=O)COC(=O)c2ccccc2[N+](=O)[O-])no1	-3	-2	-3	1.0	0	1	3	4	10
Cc1[nH]c(=O)[nH]c(=O)c1/C=N/NC(=O)[C@@H](N)CC(C)C	-3	5	-8	12	-4	3	-1	5	3
Cc1ccccc1N1CCN(S(=O)(=O)c2ccc3ccccc3c2)CC1	-6	-4	-2	2.1	-4	0	5	3	-2
CCOc1ccc(OCC)c(NC(=O)C2CCN(S(=O)(=O)c3c(C)[nH]c(=O)[nH]c3=O)CC2)c1	3	2	3	2.4	5	0	4	3	1
CC(C)C1CCN(C(=O)C2CCC(=O)N(CCc3ccc(Cl)cc3)C2)CC1 (configuration not stated)	3	8	9	-0.1	6	7	3	-2	5
CC1(C)NC(=O)N(CC(=O)N2CCN(S(=O)(=O)c3cc(Cl)ccc3Cl)CC2)C1=O	nt	4	4	nt	5	-3	3	-1	4
COc1ccc(-c2c(C)nc3c(-c4ccc(F)cc4)cnn3c2N)cc1	14	-1	1	1.5	-2	-4	-1	9	6
O=C(CSc1nnc2c(n1)[nH]c1ccccc12)NCc1ccco1	1	1	3	1.1	3	13	12	17	4
COc1ccc([C@@H]2[C@@H]3C(=O)N(C(C)(C)C)C(=O)[C@@H]3[C@]3(Cc4ccc(Cl)cc4)C(=O)N(c4cccc(Br)c4)C(=O)N23)cc1	-11	4	1	0.7	4	-7	0	-1	-1

Gathered by group: the compounds so far containing an aryl methoxy group.
SMILES	Fam108B counter	GLD-1 TGE inh	PME-1 primary	MEX-5 binding	pPAFAH inh	MCL1 BIM primary	BCLXL inh	AHR act	PAFAH1B2 inh
COc1ccccc1NC(=O)CCC(=O)OCc1ccc(Cl)cc1	-1	0	8	-1.1	3	-3	-2	0	15
COc1ccc(C(=O)N2CCC3(CC2)NCCc2[nH]cnc23)cc1	-1	-10	5	3.0	-2	1	0	3	0
COc1ccc(S(=O)(=O)N2CCCCC2C(=O)O)cc1OC (configuration not stated)	0	4	-2	-2.1	4	11	6	-1	0
COc1ccc(Cl)cc1C(=O)NNC(=O)c1ccncc1	2	7	1	0.4	8	12	1	2	4
COc1ccc(C(=O)NC(=S)NNC(=O)c2cccc(C)c2)cc1	-2	1	-5	1.8	5	15	7	42	nt
COc1ccc(NC(=O)CCN2C(=O)/C(=C/c3ccc4c(c3)OCO4)SC2=S)cc1	0	-3	-3	-17	4	-6	-6	1	0
COc1ccc(CNC(=O)CN(C(=O)c2ccc(CN3CCOCC3)o2)C2CCCC2)cc1	0	-2	-8	-0.3	4	1	-6	-2	3
CCOc1ccc(-c2ncncc2-c2ccc(OC)c(OC)c2)c(O)c1	2	3	-5	-2.8	2	18	8	33	0
COc1ccc(CC(=O)OCC(=O)c2c[nH]c3ccccc23)cc1	nt	-8	0	nt	3	2	6	30	4
COc1ccc(-c2c(C)nc3c(-c4ccc(F)cc4)cnn3c2N)cc1	14	-1	1	1.5	-2	-4	-1	9	6
COc1ccc([C@@H]2[C@@H]3C(=O)N(C(C)(C)C)C(=O)[C@@H]3[C@]3(Cc4ccc(Cl)cc4)C(=O)N(c4cccc(Br)c4)C(=O)N23)cc1	-11	4	1	0.7	4	-7	0	-1	-1
